Screening data: PubChem, National Center for Advancing Translational Sciences (NCATS)
GAA inh – qHTS Assay for Inhibitors of Human alpha-Glucosidase as a Potential Chaperone Treatment of Pompe Disease; Lysosomal alpha-glucosidase (Homo sapiens), P10253; AID 1466, 2008; Potency, µM (series often up to 76.9 µM), without a hit: at the highest dose activity change, negative = inhibition, hits mostly inhibitors; actives 0.005% (n = 200,000); purified human GAA, 4-MU-alpha-glucoside fluorescence;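 also: plate controls were uninhibited enzyme wells for no effect and no-enzyme background for full effect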
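Enzyme (4 nM final) mixed with compound (up to 77 uM), then 4-MU-alpha-D-pyranoside (400 uM final) added; 20 min at room temperature, pH 5.0. Reaction stopped at pH 10, fluorescence read, AC50 derived by Hill fit.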
Tau fluor cs – Counterscreen qHTS for Inhibitors of Tau Fibril Formation, Fluorescence Polarization; Potency, µM (doses to about 57.7 µM), inactives show at the top dose activity change, negative = decrease; actives 0.93% (n = 280,000); tau K18 P301L (four-repeat tau fragment) Alexa594 fluorescence, heparin fibrillization; AID 1463, 2008; also: % is scaled to controls: 0 for no effect and ±100 for the full control effect; nearly all actives have a fitted effect of over 55% in size
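Human K18 P301L tau (15 uM unlabeled plus 0.24 uM Alexa 594-labeled, final) in 100 mM sodium acetate pH 7 was mixed with compound and 20 uM heparin and incubated 6 hr at 37 C.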
Epigenetic derep – Quantitative High-Throughput Screen for Regulators of Epigenetic Control | AID 1865, 2009 | Potency, µM (doses to about 53.9 µM), inactives show at the top dose GFP activation, usual class: activators | actives 0.2% (n = 280,000) | murine LDR cells, GFP reporter derepression, 30 h; also: % of control where 0% means no effect; nearly all actives have a fitted effect of over 60% in size
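GFP-positive cell count by laser-scanning cytometry (objects 20–120 um) after 30 h, 37 C compound exposure of murine LDR cells; reporter is CMV-GFP integrated at a silenced locus, inducible by HDAC or DNMT inhibitors.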
ALDH1A1 block – qHTS Assay for Inhibitors of Aldehyde Dehydrogenase 1 (ALDH1A1). Potency, µM (doses to about 75.3 µM), without a hit: at the top dose activity, negative = inhibition, actives largely listed as inhibitors. Aldehyde dehydrogenase 1A1 (Homo sapiens), P00352. actives 7.3% (n = 220,000). Purified ALDH1A1, NADH fluorescence, propionaldehyde substrate; active = well fitted inhibition curve with a large enough effect, not every such curve was filed as active; inconclusive = small, poorly fitted or top-dose-only effect, or another doubt; inactive = no such curve, though single readings can be large or run the other way;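 also: plate controls were no enzyme wells and a reference inhibitor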
Target sequence (P00352 whole entry, looked up): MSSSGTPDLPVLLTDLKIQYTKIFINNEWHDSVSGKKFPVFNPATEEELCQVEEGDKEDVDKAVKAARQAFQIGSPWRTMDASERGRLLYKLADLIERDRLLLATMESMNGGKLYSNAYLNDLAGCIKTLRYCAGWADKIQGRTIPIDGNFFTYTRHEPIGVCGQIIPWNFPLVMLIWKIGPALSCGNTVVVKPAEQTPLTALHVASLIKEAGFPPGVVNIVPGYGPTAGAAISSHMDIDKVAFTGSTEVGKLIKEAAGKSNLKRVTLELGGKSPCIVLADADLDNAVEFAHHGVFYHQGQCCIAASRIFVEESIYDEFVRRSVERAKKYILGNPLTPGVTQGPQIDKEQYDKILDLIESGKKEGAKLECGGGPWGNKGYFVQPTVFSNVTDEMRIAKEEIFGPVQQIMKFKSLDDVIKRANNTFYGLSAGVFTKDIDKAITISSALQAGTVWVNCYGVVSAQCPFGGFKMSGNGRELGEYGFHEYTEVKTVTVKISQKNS
GAA glycogen – qHTS Assay for Inhibitors and Activators of Human alpha-Glucosidase Cleavage of Glycogen | Lysosomal alpha-glucosidase (Homo sapiens), P10253 | recombinant GAA, glycogen substrate, Amplex Red glucose oxidase fluorescence | Potency, µM (highest dose often 76.4 µM), for inactives: top-dose activity change, negative = inhibition, usual class: inhibitors | actives 0.38% (n = 300,000);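 also: 0% = full enzyme reaction and -100% = no-enzyme basal signal; the screen sought inhibitors and activators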
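Recombinant human alpha-glucosidase (4 nM final) hydrolysed bovine liver glycogen (30 ug) for 40 min at 37 C in pH 5.0 citrate/phosphate with 0.01% Tween-20. Released glucose detected by glucose oxidase/Amplex Red, Ex 573/Em 610 nm. Compounds up to 77 uM; AC50 from Hill fits.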
NPSR antagonist – qHTS Assay for Antagonists of the Neuropeptide S Receptor: cAMP Signal Transduction; Q6W5P4; CHO-NPSR cells, cAMP TR-FRET, antagonist mode; Potency, µM (top dose mostly 38.3 µM), for the others: top-dose activity change, negative = inhibition, usual class: inhibitors; actives 1% (n = 220,000); AID 1461, 2008; also: % is scaled to controls: 0 for no effect and ±100 for the full control effect; nearly all actives have a fitted effect of over 50% in size; many of its hits are not listed in these tables
Target sequence (Q6W5P4 whole entry, looked up): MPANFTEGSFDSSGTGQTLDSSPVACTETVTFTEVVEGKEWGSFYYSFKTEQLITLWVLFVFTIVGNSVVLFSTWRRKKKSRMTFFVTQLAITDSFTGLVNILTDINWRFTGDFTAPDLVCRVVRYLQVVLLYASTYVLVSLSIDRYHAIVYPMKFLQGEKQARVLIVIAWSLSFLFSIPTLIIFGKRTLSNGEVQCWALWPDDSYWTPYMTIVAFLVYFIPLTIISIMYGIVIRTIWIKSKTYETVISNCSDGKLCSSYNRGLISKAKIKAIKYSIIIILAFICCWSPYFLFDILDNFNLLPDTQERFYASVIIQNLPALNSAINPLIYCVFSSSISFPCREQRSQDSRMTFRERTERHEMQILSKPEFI
aGal spleen mod – qHTS Assay for Inhibitors and Activators of Human alpha-Galactosidase From Spleen Homogenate; AID 2107, 2009; human spleen homogenate, 4MU-alpha-Gal fluorescence, 40 min; Potency, µM (series often up to 80 µM), for the others: top-dose activity change, negative = inhibition, usual class: inhibitors; actives 0.008% (n = 240,000);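 also: 0% = enzyme with vehicle and -100% = no enzyme basal signal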
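qHTS titration in buffer at pH 5.0. Alpha-galactosidase activity in spleen homogenate was measured via 4-methylumbelliferone release from 1 mM fluorogenic substrate after 40 min at 37C and a pH 10 stop. AC50 came from Hill fits of control-normalized data.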
aGlu spleen mod – qHTS Assay for Inhibitors and Activators of Human alpha-Glucosidase From Spleen Homogenate | Lysosomal alpha-glucosidase (Homo sapiens), P10253 | human spleen homogenate, 4-MU-alpha-glucoside fluorescence | Potency, µM (highest dose often 79.9 µM), inactives show top-dose activity change, negative = inhibition, most hits filed as inhibitors | actives 0.006% (n = 240,000) | AID 2112, 2009;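 also: 0% = enzyme with vehicle and -100% = no enzyme basal signal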
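Human spleen homogenate (1 ug) incubated with compounds and 1 mM 4-methylumbelliferyl-alpha-D-glucopyranoside in pH 5.0 citrate/phosphate buffer, 37 C, 40 min. Stopped at pH 10; 4-MU fluorescence (Ex 365/Em 440 nm); AC50 by Hill fit.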
Numbers without * were called inactive; ? = inconclusive; . = not tested or not shown; [ ] = another dose, or the depositor's remark. Unless noted, calls follow the shape of the dose curve; as a rule, active = well fitted curve in the direction sought with a large enough effect; inconclusive = small, poorly fitted or top-dose-only effect, or another doubt; inactive = no such curve, though single readings can be large; an effect the other way counts as inactive or inconclusive. Potency is read from the fitted curve at half-maximal effect.

| cpd | compound | Tau fluor cs | GAA glycogen | aGal spleen mod | aGlu spleen mod | Epigenetic derep | ALDH1A1 block | GAA inh | NPSR antagonist |
| --- | --- | --- | --- | --- | --- | --- | --- | --- | --- |
| 1 | O=C(O)c1cccc(NS(=O)(=O)c2ccc3c(c2)C(=O)c2ccccc2C3=O)c1 | -18% | -1% | -4% | 2% | 10% | -8% | -4%[15.4 µM] | -15% |
| 2 | Clc1cccc(Sc2ccc(-c3ccccn3)s2)c1 | -15% | -7% | 9% | 5% | 2.1% | -3% | 0% | 58% |
| 3 | Cc1cc(NC(=O)CCCn2nc([N+](=O)[O-])cc2C)no1 | -4% | -4% | 3% | -2% | 1.1% | -1% | -7% | 21% |
| 4 | Cc1nnsc1-c1nc2ccccc2[nH]1 | -2% | -2% | 5% | 5% | -2.9% | ? | -4% | 22%[46.1 µM] |
| 5 | CC(C)(C)NC(=O)C1CCN(S(=O)(=O)c2cccc(C(F)(F)F)c2)CC1 | 3% | -1% | 1% | 0% | 3.0% | 7% | 1% | 7% |
| 6 | O=C(C[n+]1cccc(O)c1)Nc1ccc(Br)cc1 | 3% | -7% | 2% | 7% | -0.2% | -4% | 5% | 1% |
| 7 | O=C(O)CSc1nnc(Cn2cnc3ccccc32)n1CCc1ccccc1 | 5% | 12% | 5% | 4% | -0.3% | 5% | -3% | -6%[46.1 µM] |
| 8 | CC[N+](C)(CC)CC(=O)OCC1C(C)C=C(C)CC1C (stereo unspecified) | -6% | 7% | 2% | -1% | 0.0% | . | . | -20% |
| 9 | CCN(CC)CCn1c(SCC(=O)Nc2ccc(F)cc2)nc2c(sc3ccccc32)c1=O | -22% | 23% | 27% | 11% | 1.1% | ? | ? | ? |
| 10 | COC(=O)C1CN(S(=O)(=O)c2ccc(C)cc2)CCN1S(=O)(=O)c1ccc(C)cc1 (stereo unspecified) | -5% | -3% | 1% | 2% | -1.4% | ? | -19% | -18%[46.1 µM] |
| 11 | CSc1ncccc1C(=O)OCc1ccc(Br)cc1 | -5% | 5% | 0% | 0% | -5.4% | 9% | -3% | -28% |
| 12 | O=C(Cc1n[nH]c(=O)c2ccccc12)OCC(=O)N(Cc1ccccc1)Cc1ccccc1 | -3% | 4% | -1% | -3% | 0.3% | . | . | -31% |
| 13 | Cc1ccc(-c2nn(C)c(=O)c3ccccc23)cc1CNS(C)(=O)=O | 8% | 6% | -3% | -12% | 1.1% | 6% | -10% | ? |
| 14 | Cc1nccn1-c1ccc(C(F)(F)F)cc1[N+](=O)[O-] | -4% | 3% | -20% | -12% | 11% | ? | -1% | 5% |
| 15 | Cc1cc(C(C)(C)C)cc(C)c1C(=O)O | -15% | 5% | -4% | -4% | -1.4% | . | . | -2%[7.67 µM] |

Shown with values under each structure: part of the list above.
Values in the order: Tau fluor cs | GAA glycogen | aGal spleen mod | aGlu spleen mod | Epigenetic derep | ALDH1A1 block | GAA inh | NPSR antagonist
[14] Cc1nccn1-c1ccc(C(F)(F)F)cc1[N+](=O)[O-]
  -4% | 3% | -20% | -12% | 11% | ? | -1% | 5%
[15] Cc1cc(C(C)(C)C)cc(C)c1C(=O)O
  -15% | 5% | -4% | -4% | -1.4% | . | . | -2%[7.67 µM]
[5] CC(C)(C)NC(=O)C1CCN(S(=O)(=O)c2cccc(C(F)(F)F)c2)CC1
  3% | -1% | 1% | 0% | 3.0% | 7% | 1% | 7%
[1] O=C(O)c1cccc(NS(=O)(=O)c2ccc3c(c2)C(=O)c2ccccc2C3=O)c1
  -18% | -1% | -4% | 2% | 10% | -8% | -4%[15.4 µM] | -15%
[9] CCN(CC)CCn1c(SCC(=O)Nc2ccc(F)cc2)nc2c(sc3ccccc32)c1=O
  -22% | 23% | 27% | 11% | 1.1% | ? | ? | ?
[7] O=C(O)CSc1nnc(Cn2cnc3ccccc32)n1CCc1ccccc1
  5% | 12% | 5% | 4% | -0.3% | 5% | -3% | -6%[46.1 µM]

Going on with the list.
| cpd | compound | Tau fluor cs | GAA glycogen | aGal spleen mod | aGlu spleen mod | Epigenetic derep | ALDH1A1 block | GAA inh | NPSR antagonist |
| --- | --- | --- | --- | --- | --- | --- | --- | --- | --- |
| 16 | Cc1ccc(CNC(=O)Nc2ccccc2)cc1 | -4% | -2% | -7% | -4% | 0.0% | -1% | -8% | -8%[46.1 µM] |
| 17 | CCNC(=O)CN(C1CCCCC1)S(C)(=O)=O | 10% | -1% | -3% | 2% | 0.0% | 5% | -2% | 6% |
| 18 | O=C(Oc1ccc2cc(Br)ccc2c1)N1CCCCCC1 | -16% | -3% | -3% | -9% | -1.0% | -9% | -5% | -27% |
| 19 | O=C(/C(=N\O)n1cncn1)c1ccc(Br)cc1Br | -6% | -3% | 5% | -2% | -3.2% | 18% | -8% | -21%[46.1 µM] |
| 20 | O=C(O)CCn1c(C2CCCCC2)nc2ccccc21 | 4% | 3% | -32% | 3% | 3.0% | 10% | 7% | -4%[46.1 µM] |
| 21 | CN(C)S(=O)(=O)N(CC(=O)N1CCC(Cc2ccccc2)CC1)c1ccccc1 | -3% | 12% | 2% | 4% | 8.4% | ? | 2% | -5% |
| 22 | CCOc1cc(C2/C(=C(/O)c3ccc(OC(C)C)cc3)C(=O)C(=O)N2CCCOC)ccc1O (stereo unspecified) | 10% | ? | 8% | 2% | -11% | ? | -5% | -25%[46.1 µM] |
| 23 | CC(=O)O/N=C(/c1nonc1N)N1CCN(c2ccc([N+](=O)[O-])cc2Cl)CC1 | ? | 9% | -1% | -13% | -0.9% | ? | -9% | -23% |
| 24 | CCn1c(CN2C(=O)CSc3ccccc32)n[nH]c1=S | 12% | 1% | 11% | 17% | -3.6% | . | . | -10% |
| 25 | CC(C)n1cnc2c(=S)nc[nH]c21 | -10% | -13% | 11% | 4% | 1.1% | ? | -2% | -15% |
| 26 | COc1ccc(NC(=O)N(CCO)Cc2cc3c(C)cc(C)cc3[nH]c2=O)cc1 | -11% | 0% | -2% | 7% | -1.5% | -16% | -4% | -7%[7.67 µM] |
| 27 | CCc1ccc(S(=O)(=O)c2nnn3c2nc(NCCNC(C)=O)c2ccccc23)cc1 | ? | -6% | 6% | 4% | -2.1% | ? | ? | -9% |
| 28 | O=C(CN1C(=O)C2C3C=CC(C3)C2C1=O)Nc1nc(-c2ccccn2)cs1 (stereo unspecified) | -26% | -2% | -24% | -4% | 0.1% | ? | -6% | 0%[46.1 µM] |
| 29 | COc1ccc(NC(=O)CN(C)S(=O)(=O)c2ccccc2)c([N+](=O)[O-])c1 | -28% | -18% | 2% | -24% | 3.2% | 9% | 8% | -5%[46.1 µM] |
| 30 | CN(C)/N=C/c1ccc([N+](=O)[O-])cc1[N+](=O)[O-] | -19% | -10% | -8% | -4% | -5.3% | ? | 2% | -18% |
| 31 | CC(C)S(=O)(=O)c1csc(C(=O)Nc2ccc(F)cc2)c1N | -8% | 3% | -4% | -12% | 0.0% | . | . | -21% |
| 32 | COC(=O)/C(C#N)=C1/SC=C(C)N1c1ccccc1 | 10% | 2% | 2% | -3% | -1.1% | 11µM* | -9% | 0%[46.1 µM] |
| 33 | O=C(CSc1nnc(-c2ccncc2)n1-c1ccc(F)cc1)NC(=O)NCc1ccco1 | 3% | 4% | 0% | -3% | 0.0% | 25µM* | 3% | -7% |
| 34 | CC(=O)n1cc([C@@H]2C=C(C(=O)N3CCOCC3)O[C@H](OCCCCO)C2)c2ccccc21 | -20% | -2% | -7% | 0% | -0.5% | ? | . | 0% |
| 35 | O=C1/C(=C/c2cccc3ccccc23)CCCc2ccccc21 | -9% | -1% | -7% | 0% | 1.7% | ? | -9% | ? |
| 36 | Cc1c(N=Nc2ccc(O)cc2)c(=O)n(-c2ccccc2)n1C | -6% | 6% | -3% | -5% | -3.2% | 6% | 4% | -15% |
| 37 | O=C(CSc1ccc2c(c1)OCCO2)Nc1ccc(Cl)cn1 | -13% | -10% | 5% | 4% | 0.7% | 4% | -3% | -18%[46.1 µM] |
| 38 | O=C(O)CN1C(=O)C2(OCCCO2)c2ccccc21 | -5% | -1% | 2% | -1% | -1.1% | 7% | 2% | -13%[46.1 µM] |
| 39 | O=C1c2ccccc2C(O)(c2ncc[nH]2)N1C1CCCCC1 (stereo unspecified) | 6% | 1% | 7% | 6% | -1.0% | -8% | -1% | -5%[46.1 µM] |
| 40 | C=CCc1cccc2ccc(=O)oc12 | -5% | 9% | -4% | -5% | 0.0% | 2% | -1% | 18% |
| 41 | CCOC(=O)c1c(NC(=O)CC2Nc3cc(C)c(C)cc3NC2=O)sc(C)c1C (stereo unspecified) | -18% | ? | 9% | 0% | 8.9µM* | 8% | ? | -18%[46.1 µM] |
| 42 | C=CCOc1c(Br)cc(/C=C2/NC(=S)N(C(C)=O)C2=O)cc1OC | -15% | 2% | 3% | 2% | 0.2% | ? | -3% | -12% |
| 43 | CCOc1cc(NC(=S)NCC2CCCO2)c(OCC)cc1NC(=O)CC(C)C (stereo unspecified) | -21% | -7% | -8% | 2% | 4.5% | ? | -1% | 25% |
| 44 | COc1ccc(C2OCC3(CO2)SC(=O)NC3=O)cc1 (stereo unspecified) | -2% | -7% | 1% | -6% | -2.2% | -11% | -5% | 25% |
| 45 | COc1cc(C(=O)Nc2nc3ccc(S(=O)(=O)N4CCOCC4)cc3s2)cc(OC)c1OC | ? | -5% | -3% | 2% | 0.1% | ? | -15% | -4%[46.1 µM] |
| 46 | CCOc1ccc(C(=O)NNC2CC(=O)N(Cc3ccc(Cl)cc3)C2=O)cc1OC (stereo unspecified) | -11% | -20% | 2% | -1% | 0.0% | 2% | -11% | 1% |
| 47 | Cc1cccc(NC(=O)c2cc3c([nH]c4ccccc43)c(C)n2)c1C | -8% | 22% | -11% | 0% | -1.0% | 3% | 4% | 9% |
| 48 | O=C(CSc1n[nH]c(=O)n1Cc1ccco1)N1CCOCC1 | 0% | 7% | 3% | -8% | 0.0% | 8% | -2% | -19% |

This is a subset; rates above refer to the full screens.
